Source: PubChem BioAssay (several laboratories)
Mot1-301 SUMO: yeast Mot1-301 growth rescue at high temperature, primary screen, SUMOylation pathway inhibitor project, S. cerevisiae, ATP luminescence, 38.5C; S. cerevisiae Mot1-301 growth rescue; percent above DMSO median, 100 means doubled; actives 1% (n = 320,000); growth rescue, % at 18.8 µM;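 active means every valid replicate shows activation above 250% relative to neutral control wells; inactive means the rest, any valid replicate at or below 250%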;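 further: OY570 slx delta 5 strain wells were the positive control but not used for scaling; some compounds called inactive have numbers as strong as hits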
OPRM1-OPRD1 ag: agonists of OPRM1-OPRD1 heterodimerization, primary screen, cell-based, luminescence; actives 0.3% (n = 340,000); activation, % at 9.3 µM; AID 504326, 2011; cells; in the data active means activation above about 18%;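 further: 0% = vehicle-treated cells and 100% = reference agonist; values of inactives mirror those of a sister screen read the other way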
Target sequence (P35372 whole entry, looked up): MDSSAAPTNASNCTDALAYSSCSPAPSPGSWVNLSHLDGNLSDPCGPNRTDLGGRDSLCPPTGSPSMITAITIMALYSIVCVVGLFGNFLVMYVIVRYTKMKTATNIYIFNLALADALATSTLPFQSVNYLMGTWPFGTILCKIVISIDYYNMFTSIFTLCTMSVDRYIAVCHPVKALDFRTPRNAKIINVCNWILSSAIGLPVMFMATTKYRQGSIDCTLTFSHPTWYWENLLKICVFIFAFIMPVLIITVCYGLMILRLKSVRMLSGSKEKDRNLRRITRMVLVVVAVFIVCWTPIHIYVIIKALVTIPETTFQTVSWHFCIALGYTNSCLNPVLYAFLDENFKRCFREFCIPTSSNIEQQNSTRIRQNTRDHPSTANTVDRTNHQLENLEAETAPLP
Target sequence (P41143 whole entry, looked up): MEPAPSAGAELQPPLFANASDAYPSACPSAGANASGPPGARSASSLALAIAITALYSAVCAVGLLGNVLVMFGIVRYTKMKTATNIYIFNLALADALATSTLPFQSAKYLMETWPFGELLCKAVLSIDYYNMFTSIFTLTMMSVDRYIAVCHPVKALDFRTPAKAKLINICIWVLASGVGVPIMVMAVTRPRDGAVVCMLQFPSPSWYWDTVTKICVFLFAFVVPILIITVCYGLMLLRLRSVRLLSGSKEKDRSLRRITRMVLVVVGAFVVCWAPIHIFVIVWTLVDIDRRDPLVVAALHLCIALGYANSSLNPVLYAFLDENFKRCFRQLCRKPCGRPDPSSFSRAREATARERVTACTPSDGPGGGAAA
Tat export inh: E. coli Tat export inhibitors, primary screen, MC4100, TorA-mCherry reporter, fluorescence, single point; inhibition, % at 10 µM; actives 0.036% (n = 340,000);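 active means mean replicate inhibition at least 50% and at least half of replicates individually reaching 50%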;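 further: exported cargo escapes ClpAP degradation while cytoplasmic cargo is degraded and loses fluorescence; 0% = median of neutral control wells and 100% = median of NaSCN control wells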
AddAB inh: growth inhibition of E. coli expressing H. pylori AddAB, primary screen, AddAB inhibitor project, absorbance | inhibition, % at 11.9 µM | actives 0.29% (n = 330,000) | AID 435030, 2010; in the data active means inhibition above about 12%;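 further: 0% = vehicle wells of infected cells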
PfHsp90 yeast 2: growth inhibition of PfHsp90-expressing yeast, primary screen, antimalarial PfHsp90 inhibitor project, S. cerevisiae, BacTiter-Glo luminescence, single point, set 2. actives 0.32% (n = 310,000). AID 504621, 2011. inhibition, % at 9.4 µM. BacTiter-Glo ATP, 48 h; yeast lacking PDR1 and PDR3 efflux regulators;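 active means every replicate shows inhibition above about 80%, whatever the replicate mean, limit read from the data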;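 further: 0% = DMSO neutral controls and 100% = 20 µM radicicol positive controls; yeast relying on Plasmodium falciparum Hsp90 in place of its own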
PKA-R2B act: activators of PKA-R2B holoenzyme, primary screen, biochemical, fluorescence polarization, Cy5-IP20, human; cAMP-dependent protein kinase catalytic subunit beta (Homo sapiens) + cAMP-dependent …; PKA-R2B holoenzyme dissociation; R2B truncated from residue 108, S112A mutant; 0% DMSO only, 100% 113 µM cGMP; activation, % at 11.4 µM; actives 0.079% (n = 340,000); AID 504700, 2011;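 active means activation above a cutoff set at the mean over all compounds plus 3 SD, cut at about 18% in these data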;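 further: higher means more holoenzyme dissociation and a rise in polarization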
PKA-R1A activ: activators of PKA-R1A holoenzyme, primary screen, biochemical, fluorescence polarization, Cy5-IP20, bovine R1A, mouse PKAc; PKA-R1A dissociation; scaled: DMSO 0%, 113 µM cGMP 100%; cAMP-dependent protein kinase type I-alpha regulatory subunit (Bos taurus) + …; AID 504707, 2011; actives 0.083% (n = 340,000); activation, % at 11.4 µM;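 active means percent activation above the mean of all tested compounds plus 3 SD, cut at about 19% in these data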;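 further: higher means more PKAc released from R1A so a rise in polarization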
HTR5A inv ag: HTR5A inverse agonists in luminescence cell assay, primary screen, counter-screen for OPRM1-OPRD1 heterodimer inverse agonist project, full-deck HTS | inhibition, % at 9.3 µM | 5-hydroxytryptamine receptor 5A (Homo sapiens), P47898 | actives 0.083% (n = 340,000) | HTR5A cell line, inverse agonism; in the data active means inhibition mostly above about 23%, no sharp cut-off; inactive means mostly below about 18%;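 further: 0% = cells with DMSO and 100% = no-cell wells with DMSO; some compounds called inactive have numbers as strong as hits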
phage Ecoli inh: growth loss of phage-infected E. coli, primary screen, RecBCD inhibitor project, absorbance, with phage, HTS | inhibition, % at 11.9 µM | actives 0.26% (n = 360,000) | AID 651602, 2012; in the data active means inhibition above about 11%
E coli growth: E. coli V3065 growth inhibition, primary screen, counter-screen for AddAB inhibitor project, absorbance, OD600 | 18 h | inhibition, % at 11.9 µM | actives 0.27% (n = 330,000) | AID 449728, 2010;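 active means inhibition above the campaign's mean inhibition across all tested compounds plus 3 SD, cut at about 9.9% in these data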;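 further: uninfected addAB+ strain grown without phage in ampicillin broth; 0% = DMSO wells and 100% = ciprofloxacin 0.95 µg/ml wells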
OPRM1-OPRD1 inv: inverse agonists of MOR-DOR heterodimerization, primary screen, cell-based, luminescence; Mu-type opioid receptor (Homo sapiens) + Delta-type opioid receptor (Homo sapiens), …; cell-based MOR-DOR heterodimer luminescence, inverse agonism; inhibition, % at 9.3 µM; actives 0.21% (n = 340,000); AID 504357, 2011; in the data active means inhibition above about 22%, passing the limit was not always enough;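 further: 0% = cells with DMSO and 100% = wells without cells with DMSO; values of inactives mirror those of a sister screen read the other way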
* hit, by the source's call; . = not tested or not shown.

1	Cc1ccc(-n2ncc3c(=O)n(CC#N)cnc32)cc1C
2	Cc1ccc(CNC(=O)Cn2nnc(C(=O)Nc3cc(C)ccc3C)c2N)cc1
3	CCC/C(=C1/c2ccccc2C(=O)N1c1ccccc1)c1cnc(OC)nc1
4	CCOC(=O)c1c(-n2cccc2)sc2c1CCCC2=O
5	O=C(Nc1ccc(O)c(C(=O)O)c1)c1ccc2c(c1)C(=O)N(CC1CCCO1)C2=O (stereo unspecified)

screen / no.	1	2	3	4	5
Mot1-301 SUMO	-4	1	22	-1	22
OPRM1-OPRD1 ag	0.2	7.6	-0.7	-0.4	-1.2
Tat export inh	3	-9	-3	23	-1
AddAB inh	1.8	3.2	2.9	3.7	-1.4
PfHsp90 yeast 2	5	16	4	-15	-9
PKA-R2B act	-1	-9	-2	-5	-12
PKA-R1A activ	-20	-6	0	-4	-1
HTR5A inv ag	-22	-27	-6	1	0
phage Ecoli inh	-0.3	-1.0	1.1	1.6	1.3
E coli growth	-0.2	1.4	-0.2	-1.4	-1.9
OPRM1-OPRD1 inv	-1	-40	3	2	7

6	Cn1cnnc1SCC(=O)NNC(=O)COc1ccc(Cl)cc1
7	Cc1sc(NC(=O)CSc2nnc(COc3ccc(Cl)cc3)n2C)c(C#N)c1C
8	CCOC(=O)c1nnn(-c2nonc2N)c1CN1CCCCCC1
9	Cc1cccc(NC(=O)c2cccc(C(=O)Nc3cccc(C)c3C)n2)c1C
10	CC(C(=O)N1c2ccccc2Sc2ccccc21)n1nnc(-c2cccs2)n1 (stereo unspecified)

screen / no.	6	7	8	9	10
Mot1-301 SUMO	-17	3	-7	-15	-20
OPRM1-OPRD1 ag	-3.8	13	-2.2	-4.3	2.6
Tat export inh	-6	-6	3	7	27
AddAB inh	1.2	3.7	2.2	-0.5	1.9
PfHsp90 yeast 2	7	-71	2	-3	.
PKA-R2B act	-9	-7	-2	6	-8
PKA-R1A activ	-3	8	-4	-5	-2
HTR5A inv ag	0	-12	11	-3	11
phage Ecoli inh	2.3	4.4	0.5	1.1	1.4
E coli growth	1.0	-2.1	0.3	-0.9	-0.6
OPRM1-OPRD1 inv	19	-68	11	20	-16

11	COc1ccc(NC(=O)C2=C(C)C(=O)OC23CCC(C)CC3)cc1Cl (stereo unspecified)
12	CCCC(=O)Nc1cccc(-c2cn3cccnc3n2)c1
13	O=C(NC1CCCCCC1)c1c(O)nc2sccn2c1=O
14	CCOc1cc(-c2cc(-c3ccc(C)o3)nc(N)c2C#N)ccc1O
15	Fc1cc(F)c2nc(Nc3nc4cc5c(cc4s3)OCO5)sc2c1

screen / no.	11	12	13	14	15
Mot1-301 SUMO	-10	-1	-3	2	-4
OPRM1-OPRD1 ag	4.0	-0.7	0.7	1.4	2.3
Tat export inh	-9	-3	-4	2	-18
AddAB inh	2.6	3.6	0.4	1.1	-1.0
PfHsp90 yeast 2	-11	2	-10	-79	4
PKA-R2B act	-6	-10	-6	6	2
PKA-R1A activ	3	3	3	-1	-3
HTR5A inv ag	-5	-12	-11	-28	-12
phage Ecoli inh	1.8	-1.2	1.2	2.9	0.0
E coli growth	3.2	0.1	3.0	-0.8	-0.5
OPRM1-OPRD1 inv	-21	3	-4	-7	-11

16	CC(NC(=O)[C@H](C)N1C(=O)N2CCc3c([nH]c4ccccc34)[C@@]2(C)C1=O)c1ccccc1 (stereo partly specified)
17	COC(=O)COc1ccc(S(=O)(=O)N2CCc3ccccc3C2)cc1C
18	CNC(=S)Nc1cccc2[nH]ncc12
19	N#CC1(NC(=O)Cn2ncc(Cl)c(Cl)c2=O)CCCCC1
20	CCOc1ccc(C(=O)Nc2cc(OC)ccc2OC)cc1

screen / no.	16	17	18	19	20
Mot1-301 SUMO	-2	-2	-8	9	-5
OPRM1-OPRD1 ag	-1.5	-1.9	-5.3	1.2	-1.0
Tat export inh	3	-8	-8	3	7
AddAB inh	2.9	2.0	2.9	1.4	2.5
PfHsp90 yeast 2	-6	0	23	-5	-15
PKA-R2B act	4	2	-6	-3	-13
PKA-R1A activ	-1	-1	-15	-6	-9
HTR5A inv ag	13	-5	-18	-21	8
phage Ecoli inh	1.9	1.5	3.4	4.3	1.5
E coli growth	0.3	-0.1	-3.0	0.9	3.0
OPRM1-OPRD1 inv	8	11	23	-8	6

21	CCCN1C(=O)/C(=C/c2ccncc2)SC1=S
22	COc1ccc(N2CC(C(=O)NC3CC(C)(C)NC(C)(C)C3)CC2=O)cc1 (stereo unspecified)
23	Nc1ccc(-c2cc3ccccc3c(=O)o2)cc1
24	Cc1oc2c(C)c(O)ccc2c(=O)c1-c1nncn1-c1ccccc1
25	COC(=O)c1sc(Nc2ccccc2)nc1C

screen / no.	21	22	23	24	25
Mot1-301 SUMO	-29	167	34	4	1
OPRM1-OPRD1 ag	1.9	-1.0	-0.7	-3.1	1.3
Tat export inh	-8	8	-1	-3	-9
AddAB inh	2.1	2.9	5.1	-1.0	4.6
PfHsp90 yeast 2	-1	-45	14	25	14
PKA-R2B act	3	-3	10	0	1
PKA-R1A activ	-8	8	0	-4	-11
HTR5A inv ag	-31	-4	6	9	-2
phage Ecoli inh	3.8	3.6	0.3	2.9	3.7
E coli growth	0.6	1.0	-0.6	0.2	-1.5
OPRM1-OPRD1 inv	-9	5	4	16	-7

26	O=C(CCCCCBr)N1CCC(CC2CC(c3cccc(Br)c3)=NO2)(C(=O)NCC2CCCCC2)CC1 (stereo unspecified)
27	C[C@H](CO)N1C[C@H](C)[C@@H](CN(C)S(=O)(=O)c2ccccc2)Oc2ccc(NC(=O)Cc3ccccc3)cc2C1=O
28	CCOc1ccccc1N1CC(C(=O)NCCc2ccc(S(N)(=O)=O)cc2)CC1=O (stereo unspecified)
29	O=C(Nc1ccccc1[N+](=O)[O-])c1ccc(S(=O)(=O)N2CCCC2)cc1
30	Cc1ccc(NC(=O)c2cn(CCC#N)nc2-c2cccs2)c([N+](=O)[O-])c1

screen / no.	26	27	28	29	30
Mot1-301 SUMO	7	36	.	7	-13
OPRM1-OPRD1 ag	-0.3	-0.7	-0.4	-1.1	2.5
Tat export inh	9	-5	-4	9	-7
AddAB inh	4.9	-0.7	0.5	-0.7	0.5
PfHsp90 yeast 2	0	-6	24	4	14
PKA-R2B act	-10	3	2	-4	-10
PKA-R1A activ	-7	-12	-3	8	5
HTR5A inv ag	7	-7	-3	12	-6
phage Ecoli inh	-1.1	2.6	1.6	4.9	1.7
E coli growth	-2.2	-1.9	-0.9	-1.2	0.3
OPRM1-OPRD1 inv	1	4	2	6	-14

31	Cc1nc2oc3ccc(Cl)cc3c(=O)c2cc1C(=O)O
32	CC(=O)Nc1ccc(NC(=O)COC(=O)c2cc(S(=O)(=O)N(C)C)ccc2N2CCCC2)cc1
33	Cc1sc2nc(SCC(=O)N3CCN(CCO)CC3)n(-c3ccccc3)c(=O)c2c1C
34	COc1cc(C(=O)N(CCc2ccccc2)C2=CC3CCC(C2)N3C)cc(OC)c1OC (stereo unspecified)
35	Nc1ccc(N2CCCCC2)c2nonc12

screen / no.	31	32	33	34	35
Mot1-301 SUMO	6	10	314	-1	.
OPRM1-OPRD1 ag	-2.8	-1.0	0.1	18*	6.1
Tat export inh	-2	10	-4	-6	-4
AddAB inh	-0.2	2.7	0.1	3.0	-0.5
PfHsp90 yeast 2	-24	.	-18	22	3
PKA-R2B act	-1	-17	4	-1	-13
PKA-R1A activ	-2	-8	7	5	-8
HTR5A inv ag	2	-1	-15	11	-11
phage Ecoli inh	0.9	1.5	-1.0	1.4	1.7
E coli growth	-1.8	1.2	1.1	0.8	0.2
OPRM1-OPRD1 inv	12	6	-1	-75	-33

Reprinted at random: 4 entries already listed, in no set order.
8	CCOC(=O)c1nnn(-c2nonc2N)c1CN1CCCCCC1
26	O=C(CCCCCBr)N1CCC(CC2CC(c3cccc(Br)c3)=NO2)(C(=O)NCC2CCCCC2)CC1 (stereo unspecified)
7	Cc1sc(NC(=O)CSc2nnc(COc3ccc(Cl)cc3)n2C)c(C#N)c1C
3	CCC/C(=C1/c2ccccc2C(=O)N1c1ccccc1)c1cnc(OC)nc1

screen / no.	8	26	7	3
Mot1-301 SUMO	-7	7	3	22
OPRM1-OPRD1 ag	-2.2	-0.3	13	-0.7
Tat export inh	3	9	-6	-3
AddAB inh	2.2	4.9	3.7	2.9
PfHsp90 yeast 2	2	0	-71	4
PKA-R2B act	-2	-10	-7	-2
PKA-R1A activ	-4	-7	8	0
HTR5A inv ag	11	7	-12	-6
phage Ecoli inh	0.5	-1.1	4.4	1.1
E coli growth	0.3	-2.2	-2.1	-0.2
OPRM1-OPRD1 inv	11	1	-68	3

(listing goes on)
36	OC(CNc1ccnc2cc(Cl)ccc12)CNC1CCCCC1 (stereo unspecified)
37	CN(CCO)c1ncnc2nc[nH]c12
38	CCN(c1ccccc1)S(=O)(=O)c1ccc(OC)c(NC(=O)COc2ccc(C(C)=O)cc2)c1
39	C/C(=N\NC(=O)c1cc(-c2ccco2)nc2ccccc12)c1cccnc1
40	COC(=O)c1ccc(-n2cc(-c3ccc(OC)cc3)[nH]c2=S)cc1

screen / no.	36	37	38	39	40
Mot1-301 SUMO	.	0	-6	.	0
OPRM1-OPRD1 ag	3.1	-4.3	-1.3	-3.8	-0.8
Tat export inh	-6	-17	2	-7	-3
AddAB inh	.	0.9	-0.4	-1.7	0.5
PfHsp90 yeast 2	-40	12	12	2	-6
PKA-R2B act	2	1	-5	-9	-3
PKA-R1A activ	3	-13	-16	-3	-2
HTR5A inv ag	-5	-19	17	17	12
phage Ecoli inh	5.3	3.7	3.5	1.6	3.5
E coli growth	.	0.8	2.6	-1.0	-1.5
OPRM1-OPRD1 inv	-16	22	9	19	5

From compound 37 as far as 40, as listed above:
37	CN(CCO)c1ncnc2nc[nH]c12
38	CCN(c1ccccc1)S(=O)(=O)c1ccc(OC)c(NC(=O)COc2ccc(C(C)=O)cc2)c1
39	C/C(=N\NC(=O)c1cc(-c2ccco2)nc2ccccc12)c1cccnc1
40	COC(=O)c1ccc(-n2cc(-c3ccc(OC)cc3)[nH]c2=S)cc1

screen / no.	37	38	39	40
Mot1-301 SUMO	0	-6	.	0
OPRM1-OPRD1 ag	-4.3	-1.3	-3.8	-0.8
Tat export inh	-17	2	-7	-3
AddAB inh	0.9	-0.4	-1.7	0.5
PfHsp90 yeast 2	12	12	2	-6
PKA-R2B act	1	-5	-9	-3
PKA-R1A activ	-13	-16	-3	-2
HTR5A inv ag	-19	17	17	12
phage Ecoli inh	3.7	3.5	1.6	3.5
E coli growth	0.8	2.6	-1.0	-1.5
OPRM1-OPRD1 inv	22	9	19	5
